KB-3-1 tox – KB-3-1 parental cell cytotoxicity; KB-3-1 viability, CellTiter-Glo ATP luminescence, 72 h; hit rate 1.4% among 400,000; AID 1347075; Potency, µM (top dose mostly 46.1 µM), for inactives: at the top dose activity change, negative = cytotoxic, hits mostly cytotoxic; further: on the % scale 0 is the no-effect control and ±100 the full control effect; nearly all actives have a fitted effect of over 60% in size
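KB-3-1 parental drug-naive adenocarcinoma cells in DMEM/10% FBS, incubated 72 h at 37 C with pin-transferred compounds across a concentration series. Viability by CellTiter-Glo luminescence; concentration-response curves fitted after normalization.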
KB-V1 MDR tox – kills drug-selected multidrug resistant KB-V1 cells; KB-V1 MDR cells viability, CellTiter-Glo, 72 h; Potency, µM (highest dose often 46.1 µM), for the others: at the highest dose activity change, negative = cytotoxicity, actives largely listed as cytotoxic; hit rate 3.4% among 400,000; AID 1347076; further: on the % scale 0 is the no-effect control and ±100 the full control effect; nearly all actives have a fitted effect of over 60% in size
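Cytotoxicity toward P-gp-expressing KB-V1 cells was determined as loss of CellTiter-Glo luminescence after 72 h at 37 degrees C. Compounds were tested in quantitative HTS format across a concentration range, with curves fitted to normalized data.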
SW480 rereplic – induces DNA re-replication in SW480 colon adenocarcinoma cells; SW480 DNA re-replication, Hoechst DNA content imaging, 48 h; Potency, µM (top dose mostly 46.1 µM), for inactives: top-dose re-replication activation, actives largely listed as activators; hit rate 1.8% among 340,000; further: % of control where 0% means no effect; nearly all actives have a fitted effect of over 55% in size
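SW480 cells exposed to compounds for 48 hr at 37 C, 5% CO2, then Hoechst-stained 40 min. Nuclear DNA content imaged by fluorescence scanning (405 nm excitation, 500-530 nm emission); re-replication scored as increased high-intensity nuclei.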
HT1080NT lethal – kills 2HG-producing HT-1080-NT fibrosarcoma cells | Potency, µM (series often up to 46.1 µM), inactives show at the highest dose activity, negative = less viability, usual class: cytotoxic | hit rate 1.6% among 360,000 | HT-1080-NT fibrosarcoma viability, CellTiter-Glo ATP luminescence, 48 h | AID 686970;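 further: NT is the 2HG producing partner of a matched IDH1 knockdown line; 0% = DMSO-treated cells and -100% = media-only wells without cells; nearly all actives have a fitted effect of over 55% in size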
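750 cells/well, RPMI + 5% FBS; 2 h settle, compound pin-transfer, 48 h at 37 degrees C. CellTiter-Glo 10 min RT, luminescence. Normalized to DMSO and media-only wells.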
GLP1R inv ag – GLP-1 receptor (human) inverse agonism; Potency, µM (top dose mostly 38.3 µM), for inactives: at the top dose activity change, negative = inhibition, most hits filed as inhibitors; hit rate 1.6% among 410,000; P43220; AID 624417; HEK293 GLP-1R CRE-luciferase, luminescence, 24 h; GLP-1R form is constitutively active; further: on the % scale 0 is the no-effect control and ±100 the full control effect; nearly all actives have a fitted effect of over 55% in size
Target sequence (P43220 whole entry, looked up): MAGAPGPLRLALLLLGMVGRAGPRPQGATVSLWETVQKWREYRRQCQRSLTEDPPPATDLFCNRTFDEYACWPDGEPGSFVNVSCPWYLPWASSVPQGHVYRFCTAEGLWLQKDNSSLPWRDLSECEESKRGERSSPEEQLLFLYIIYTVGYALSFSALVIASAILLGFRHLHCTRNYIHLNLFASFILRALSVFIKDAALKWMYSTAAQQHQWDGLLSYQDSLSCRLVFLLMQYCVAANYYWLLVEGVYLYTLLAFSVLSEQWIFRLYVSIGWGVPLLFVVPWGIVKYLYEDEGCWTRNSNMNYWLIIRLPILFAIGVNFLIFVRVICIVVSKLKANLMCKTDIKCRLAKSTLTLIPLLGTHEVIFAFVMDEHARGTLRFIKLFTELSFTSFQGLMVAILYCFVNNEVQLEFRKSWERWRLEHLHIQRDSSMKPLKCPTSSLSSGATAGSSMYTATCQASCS
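Cells are plated, allowed 12 hours at 37 deg C, then treated with compounds for 24 hr before luciferase detection reagent is added and luminescence is read after 12 min at room temperature. The HEK293 line carries constitutively active GLP-1R with a cAMP-responsive reporter.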
TDP43 rescue – TDP-43 toxicity inhibition in yeast | TDP-43 expressing yeast growth rescue, BacTiter-Glo, 24 h | Potency, µM (highest dose often 46.1 µM), for the others: at the top dose growth rescue (activation), actives largely listed as activators | hit rate 1.8% among 410,000 | AID 652104; further: % of control where 0% means no effect; nearly all actives have a fitted effect of over 50% in size
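Yeast expressing TDP-43 (pregrown in raffinose, seeded at OD600=0.02 in galactose medium) exposed to compounds 24 hr at 30 deg C. Growth read by BacTiter-Glo luminescence; rescue of toxicity appears as increased signal.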
HT1080 IDH1KD tx – HT-1080 IDH1 knockdown cell toxicity (counter line); HT-1080 IDH1 knockdown viability, ATP luminescence, 48 h; Potency, µM (series often up to 46.1 µM), without a hit: at the top dose activity, negative = toxicity, actives largely listed as cytotoxic; hit rate 2% among 360,000;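 further: 0% = DMSO wells and -100% = cell-free medium wells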
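Cytotoxicity counter-line: IDH1KD HT-1080, 48 h, CellTiter-Glo. Curves classed by r2, magnitude and activity.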
HEK293 tox – cytotoxicity counter-screen for GLP-1 receptor inverse agonists; HEK293 cAMP-luciferase reporter cells, luminescence, 24 h; Potency, µM (titrated, usually from 38.3 µM), for the others: at the top dose activity change, negative = inhibition, hits mostly inhibitors; hit rate 0.13% among 410,000; AID 624418;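 further: loss of luciferase light is scored as toxicity; on the % scale 0 is the no-effect control and ±100 the full control effect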
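Step one: seed cells (200 cells/uL, DMEM with 10% Nu serum, 1% pen-strep). Step two: 12-hour incubation at 37 deg C. Step three: pin 23 nL compound, incubate 24 hr. Step four: add luciferase reagent, read luminescence 12 min later.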
GLP1R ag – GLP-1 receptor (human) agonism; Potency, µM (doses to about 45.6 µM), without a hit: at the top dose activation, most hits filed as activators; AID 624172; HEK293 GLP-1R CRE-luciferase, luminescence, 4-6 h; cells express a hypersensitive GLP-1R form; hit rate 0.007% among 380,000; further: % of control where 0% means no effect
* marks the source's active call; other numbers are inactive results; ? = inconclusive; . = no result given; [ ] = dose if it differs, or a comment. The call rests on the fitted dose curve; in most records, active means well fitted curve in the direction sought with a large enough effect; inconclusive means small, poorly fitted or top-dose-only effect, or another doubt; inactive means no such curve, though single readings can be large; an effect the other way counts as inactive or inconclusive. Potency means the concentration at half of the fitted maximal effect.

SMILES | KB-3-1 tox | KB-V1 MDR tox | SW480 rereplic | HT1080NT lethal | GLP1R inv ag | TDP43 rescue | HT1080 IDH1KD tx | HEK293 tox | GLP1R ag
CCC1Oc2ccccc2C(=O)N(CC(=O)c2ccc3c(c2)OCCO3)C1=O (centres undefined) | 7.8% | 20.0% | -4.9% | 15.9% | ? | 0.6% | 0.0% | 4.4% | 4.2%
CC(Nc1c[nH]c(=O)[nH]c1=O)c1ccccc1 (centres undefined) | 9.7% | ? | -2.4% | -2.5% | 1.7% | -13.7% | -1.4% | -16.5% | -0.6%
COc1cccc(NC(=O)c2nn(C)c3c2CS(=O)(=O)c2ccccc2-3)c1 | -9.1% | -11.6% | 3.6% | 7.2% | 8.8% | 9.5% | 7.3% | -7.7% | 7.6%
Cc1c(NS(=O)(=O)c2ccc(NC3CCCC3)c([N+](=O)[O-])c2)c(=O)n(-c2ccccc2)n1C | -0.5% | ? | 0.3% | 1.2% | -0.7% | -1.7% | 0.0% | 15.2% | 5.0%
CCOC(=O)c1nnn(-c2nonc2NC(C)=O)c1C | -2.8% | 1.5% | -11.4% | 11.2% | 1.9% | 10.7% | 11.2% | 27.1% | -2.3%
COc1cccc(C2CC(c3cccc(Br)c3)n3ncnc3N2)c1 (centres undefined) | ? | ? | 1.9% | 8.4% | ? | 20µM* | 3.8% | 3.0% | 13.6%
Cc1ccc(C)c2c1N(Cc1ccccc1)C(=O)C21OCCO1 | 5.5% | 2.3% | -11.8% | 0.7% | -0.7% | 0.4% | -5.2% | -4.4% | -2.9%
Cc1c(Br)cc(C(=O)NCCCN2CCOCC2)c(C)c1C | 14.3% | -7.8% | -3.2% | 1.4% | -21.2% | -13.5% | -1.4% | -0.2% | 15.2%
Cc1ccc(NC(=O)/C(C#N)=C/c2ccccc2Cl)cc1C | ? | 11.4% | . | . | -8.0% | ? | . | 1.4% | .
Cc1ccc(CNS(=O)(=O)NCc2cccs2)cc1 | 2.7% | 19.7% | -0.2% | -2.0% | 1.7% | 0.5% | -11.7% | -7.1% | 7.0%
CC1(C)CC(=O)C(N=Nc2ccc(C(F)(F)F)cc2[N+](=O)[O-])=C(O)C1 | -3.6% | -8.8% | -14.4% | 11.4% | 0.2% | ? | 12.4% | 27.9% | 8.8%
O=C(Nc1cc(Cl)ccc1Cl)c1cc2nc(-c3ccc4c(c3)OCO4)cc(C(F)(F)F)n2n1 | -10.0% | -1.2% | . | . | 4.5% | 10.1% | . | -13.8% | .
CCc1ccc(NC(=O)Cn2cnc3sc(C)c(S(=O)(=O)N4CCC(C)CC4)c3c2=O)cc1 | -3.2% | 0.5% | . | . | 12.1% | -2.6% | . | 5.5% | .
c1ccc(CN2CCN(c3nc(-c4ccccc4)nc(-n4ccnc4)n3)CC2)cc1 | ? | ? | 20.6µM* | ? | -7.1% | 15.6% | ? | -9.3% | -1.6%
CC(C)=C1CCC(C)CC1=NNC(N)=S (centres undefined) | 0.4% | -16.7% | 5.0% | -1.9% | ? | 25.4% | -2.5% | ? | 5.0%
CCOCCn1c(N2CCN(c3ccc(OC)cc3)CC2)nc2c1c(=O)[nH]c(=O)n2C | -2.4% | -4.6% | -4.7% | 6.6% | -2.2% | -2.2% | -1.5% | ? | -4.1%
Fc1ccc(N2CCN(C(=S)NCc3ccco3)CC2)cc1 | -9.5% | 0.0% | -2.5% | 1.6% | -8.2%[7.66 µM] | 6.7%[9.22 µM] | 8.1% | -1.4%[7.66 µM] | 3.3%
O=[N+]([O-])c1ccc2c(OCc3nnc(-c4ccccc4Br)o3)ncnc2c1 | 0.3% | -27.9% | 5.5% | ? | -12.6% | -29.6% | ? | -15.5% | 19.8%
N#Cc1c(Cl)nsc1NC(=O)c1ccccc1 | ? | 7.31µM* | 0.6% | 8.2µM* | -23.5% | -92.1%[inhibitor] | 13µM* | -19.0% | -5.9%
C=CCOc1ccc(Oc2cc(C)nc(SC)n2)nn1 | 12.9% | 1.7% | -5.6% | 8.0% | 11.8% | 9.4% | 1.5% | -3.4% | 5.8%
CCn1ccc2c(OCC(=O)Nc3ccc(C(C)=O)cc3)cccc2c1=O | 0.7% | -4.6% | . | . | 1.7% | 0.0% | . | -0.6% | .
CCOC(=O)CN(C(=O)CSc1nnc(-c2ccc(OC)c(OC)c2)o1)c1ccc(F)cc1 | 0.0% | ? | -6.4% | ? | 0.7% | -19.9% | -8.6% | -11.4% | 15.3%
CCCCCn1nnnc1-c1nc2cc(C)c(C)cc2[nH]c1=O | -0.3% | 6.0% | . | -12.7% | 4.1% | 6.8% | -15.0% | 168.7%[activator] | -5.7%
COc1ccc(CCNC(=O)C23CCC(C)(C(=O)C2Br)C3(C)C)cc1OC (centres undefined) | 13.3% | -4.3% | 5.8% | 0.0% | 5.3% | 3.4% | -4.1% | 2.5% | 8.7%
NC(=O)COc1ccc(/C=N/NS(=O)(=O)c2ccccc2)cc1 | 4.7% | -3.4% | -2.1% | 7.5% | 7.5% | -21.7% | 14.7% | 15.6% | -1.4%

3 structures already listed, sorted by length of the SMILES, falling:
SMILES | KB-3-1 tox | KB-V1 MDR tox | SW480 rereplic | HT1080NT lethal | GLP1R inv ag | TDP43 rescue | HT1080 IDH1KD tx | HEK293 tox | GLP1R ag
Cc1c(NS(=O)(=O)c2ccc(NC3CCCC3)c([N+](=O)[O-])c2)c(=O)n(-c2ccccc2)n1C | -0.5% | ? | 0.3% | 1.2% | -0.7% | -1.7% | 0.0% | 15.2% | 5.0%
O=[N+]([O-])c1ccc2c(OCc3nnc(-c4ccccc4Br)o3)ncnc2c1 | 0.3% | -27.9% | 5.5% | ? | -12.6% | -29.6% | ? | -15.5% | 19.8%
Cc1c(Br)cc(C(=O)NCCCN2CCOCC2)c(C)c1C | 14.3% | -7.8% | -3.2% | 1.4% | -21.2% | -13.5% | -1.4% | -0.2% | 15.2%

Next structures.
SMILES | KB-3-1 tox | KB-V1 MDR tox | SW480 rereplic | HT1080NT lethal | GLP1R inv ag | TDP43 rescue | HT1080 IDH1KD tx | HEK293 tox | GLP1R ag
CC(/C=N/NC(=O)Cn1nccc1C)=C\c1ccc(C(C)C)cc1 | 16.8% | -3.7% | -3.3% | -19.4% | 11.2µM* | 14.4% | ? | -1.1% | 13.1%
Cc1ccc(C(=O)OCC(=O)NCCC2=CCCCC2)s1 | 9.2% | 2.5% | -7.1% | -0.3% | -17.2% | ? | -1.0% | 0.9% | -1.0%
Cc1cccc(-c2noc(CCC(=O)NC3CCCCC3)n2)c1 | 6.3% | -5.3% | -10.1% | 13.0% | -0.6% | ? | -0.6% | 3.2% | -0.6%
CS(=O)(=O)NNC(=O)Cn1nnc(-c2ccc(OCc3ccccc3Cl)cc2)n1 | 1.1% | 3.0% | -12.9% | -1.0% | 18.8% | 6.3% | 1.9% | 1.8% | 3.9%
O=C(OCc1nc2ccsc2c(=O)[nH]1)c1ccc(Cl)s1 | 3.7% | 0.0% | 2.2% | 1.7% | 16.6% | 17.8µM* | 1.8% | 18.1% | -10.2%
O=C(CS(=O)CC(=O)Nc1cccc2c1CCCC2)Nc1ccc(F)cc1 (centres undefined) | -1.5% | -23.7% | -0.7% | -1.3% | ? | 15.6% | -1.0% | -6.6% | -18.6%
Cn1c2ccccc2c(=O)c2c(=O)n(-c3ccccc3)c(C3CCCCC3)nc21 | 0.0% | ? | -9.3% | 8.6% | ? | -5.7% | 13.6% | 93.3%[activator] | -10.7%
O=C(CNCc1ccccc1Cl)Nc1ccccc1N1CCCCC1 | -1.2% | -28.9% | -2.2% | -7.6% | ? | -13.3%[1.82 µM] | -2.8% | -0.5% | 11.8%
O=C(CCl)NC1CCCc2ccccc21 (centres undefined) | -20.5% | ? | 8.0% | ? | ? | -5.1% | ? | 13.4% | -2.0%
Cc1ccc(-c2nc3ccsc3c(=O)[nH]2)cc1 | -5.5% | -22.5% | -17.6% | ? | 8.9% | -5.6% | -11.6% | 14.4% | 10.6%
COC(=O)c1c(NC(=O)c2ccco2)sc(C(=O)N(C)C)c1C | 0.0% | -16.2% | -16.9% | -0.1% | 71.9%[activator] | -11.9% | -7.7% | -20.7% | 12.9%
O=C(O)c1cccc(-c2ccc(/C=N/NC(=O)C3COc4ccccc4O3)o2)c1 (centres undefined) | -8.0% | 1.4% | -1.1% | 12.8% | 2.2% | -14.9% | 1.1% | 11.0% | 7.6%
O=C(Oc1coc(CSc2ncccn2)cc1=O)c1cccc([N+](=O)[O-])c1 | -1.9% | -8.4% | -7.2% | 9.1% | 19.7% | -28.9% | 9.5% | -4.1% | -0.2%
CC1=NN(c2ccccc2)C(=O)/C1=C/N(C)C | -5.1% | 34.1% | 3.6% | -10.8% | -11.6% | -15.9% | -5.8% | 6.6% | -3.4%
COCCNc1nc(-c2ccccc2)nc2ccccc12 | 2.9% | -6.6% | -17.8% | -25.9% | ? | -12.6%[9.22 µM] | -12.5% | -9.2% | 10.3%
Cc1c(C(=O)NCc2ccc(C(C)C)cc2)sc(=O)n1Cc1cccc(F)c1 | 0.0% | -3.4% | . | -18.1% | 0.9% | 26.4% | ? | 2.9% | 6.0%
CN(C(=O)CSc1ncnc2ccccc12)C1CCCCC1 | 0.1% | ? | -8.0% | 12.0% | ? | 12.6µM* | 12.5% | 8.5% | 2.5%
COc1ccc(CNC(=O)c2cccs2)cc1 | 12.3% | -28.3% | -5.9% | 12.3% | 9.2% | 2.4% | -4.2% | 9.9% | 9.3%
CCOC(=O)C(Cc1ccc(OC)c([N+](=O)[O-])c1)NC(=O)CCC(=O)Nc1ccc(OC)cc1 (centres undefined) | 1.8% | -7.7% | 24.9% | -5.7% | -6.2% | -18.6% | -0.5% | -7.6% | 9.8%
O=C(Cn1cc(C(=O)c2cccs2)c2ccccc21)NCC1CCCO1 (centres undefined) | 8.2% | -21.5% | -2.2% | -0.6% | ? | 15.6% | -8.2% | -7.2% | 2.7%
CC(C)c1ccc(NC(=O)C2CC(=O)N(C3CCCC3)C2)cc1 (centres undefined) | -4.7% | 6.1% | -3.3% | -0.6% | ? | -20.5% | -2.9% | -11.2% | 6.4%
